Xi reactivation = X-chromosome reactivation activator | 360,000 compounds, 0.055% hits | XiGFP mouse fibroblasts, % GFP-positive cells imaging, 3 d; cells co-treated with 5-aza-dC sensitizer; scaled so ellipticine positive control = 100% | AID 743238 | activation, % at 7.58 µM;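 active = mean normalized replicate activation at least 10% and every replicate at or above 10%; inconclusive = only one of the two criteria met; inactive = mean below 10% and not all replicates reach 10%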;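 also: 0% = median of on-plate neutral control wells and 100% = ellipticine 6 µM median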
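Material: XiGFP fibroblasts, SV40-immortalized; Buffer or medium: DMEM containing 5-aza-dC; Compound dosing: single point; Times: 3 days compound exposure.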
CASP6 VEID inh = inhibitors of human caspase-6; purified caspase-6, Z-VEID-R110 cleavage fluorescence; inhibition, % at 12.5 µM; 350,000 compounds, 0.53% hits;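 active = mean inhibition across replicates at least about 35%, with every replicate also reaching that limit, limit read from the data; inconclusive = only one of the two criteria met; inactive = neither criterion met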;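 also: 0% = median of neutral control wells and 100% = no fluorescence left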
Target sequence (P55212 24-179 limits assumed): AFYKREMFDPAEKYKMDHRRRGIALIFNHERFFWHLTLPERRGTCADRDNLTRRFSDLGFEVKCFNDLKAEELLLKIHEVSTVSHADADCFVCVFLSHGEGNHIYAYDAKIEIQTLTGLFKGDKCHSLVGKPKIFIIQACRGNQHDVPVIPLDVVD
Target sequence (P55212 194-293 limits assumed): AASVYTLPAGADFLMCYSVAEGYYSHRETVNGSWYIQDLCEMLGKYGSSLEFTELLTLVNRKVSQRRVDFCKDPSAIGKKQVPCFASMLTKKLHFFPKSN
E-sel inducer = induces E-selectin expression in human endothelial cells; P16581; HUVEC E-selectin immunofluorescence imaging; normalized: neutral wells 0, TNF-alpha wells 100; activation, % at 7.58 µM; 260,000 compounds, 0.37% hits;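 active = mean E-selectin-positive cell signal at least 10% of the positive control, reached in at least 60% of replicates, without over 20% cell loss; inconclusive = no rule given, readout overlaps actives, possibly toxicity-flagged; inactive = the rest, including those meeting only one limit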;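 also: in these data hits start at about 27%; measured in HUVEC primary endothelial cells; signal is the percent of cells scored E-selectin positive by PE staining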
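Test system – human umbilical vein endothelial cells (HUVEC), E-selectin induction · Input – 3,000 HUVEC seeded per well · Buffer or medium – EGM-2, gelatin · Compound dosing – single-point compound dose · Detection – immunofluorescence imaging · Measure – percent E-selectin-positive cells · Controls – TNF-alpha high, DMSO low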
GSIS activator = primary screen for activators of insulin secretion dependent on glucose, INS-1E cells, GLuc reporter luminescence. 370,000 compounds, 0.61% hits. AID 743287. activation, % at 16.6 µM. INS-1E GLuc reporter insulin secretion, 2-3 h;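 active = lowest replicate activation of at least 40%, so every replicate reaches that level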;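 also: 0% = median of neutral control wells and 100% = median of IBMX positive control wells; some compounds called inactive have numbers as strong as hits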
F508del corr = CFTR F508del correction in bronchial cells; activity (quench increase), % at 7.58 µM; AID 720511; 350,000 compounds, 0.36% hits; CFBE cells, YFP halide quenching; stimulated with forskolin plus potentiator P3; % fluorescence drop versus neutral controls;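 active = mean added fluorescence quench of at least 8% versus neutral control, with both replicates also reaching 8%; inconclusive = only one of the mean or replicate conditions met; inactive = mean below 8% and not both replicates reaching 8%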;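 also: cells transiently co-express mutant CFTR-F508del with the halide-sensitive YFP; corrector assay measuring rescue of mutant channel to the surface after 24 h compound exposure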
RAD52 inh = blocks human RAD52 DNA annealing; recombinant RAD52 DNA annealing, FRET fluorescence; 360,000 compounds, 0.46% hits; AID 651710; inhibition, % at 18.7 µM; P43351;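 active = every replicate showing at least 50% inhibition; inconclusive = mean inhibition at least 50% but not in every replicate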
Target sequence (P43351 whole entry, looked up): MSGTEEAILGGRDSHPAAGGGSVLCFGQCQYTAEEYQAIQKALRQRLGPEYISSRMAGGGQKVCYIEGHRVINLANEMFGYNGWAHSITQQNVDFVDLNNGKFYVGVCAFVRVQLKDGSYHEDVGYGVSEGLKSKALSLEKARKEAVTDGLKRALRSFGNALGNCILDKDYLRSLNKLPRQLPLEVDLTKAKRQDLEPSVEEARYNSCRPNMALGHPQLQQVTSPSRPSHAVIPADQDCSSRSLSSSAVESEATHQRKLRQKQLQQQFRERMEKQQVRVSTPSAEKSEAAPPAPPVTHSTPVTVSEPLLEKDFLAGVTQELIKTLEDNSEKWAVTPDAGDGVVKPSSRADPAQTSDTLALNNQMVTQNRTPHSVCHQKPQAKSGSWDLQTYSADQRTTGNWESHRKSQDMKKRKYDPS
RAD54 branch = RAD54 (human) branch migration inhibition; inhibition, % at 10.4 µM; AID 602329; 360,000 compounds, 0.14% hits; Q92698; RAD54 Holliday junction branch migration, FAM/BHQ fluorescence;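 active = mean normalized replicate activity at least 40 and at least half of replicates scoring 40 or more; inconclusive = only one of the two criteria met; inactive = mean below 40 and under half of replicates reaching 40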;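 also: 0% = median of neutral control wells and 100% = median of positive control wells; inhibitors cause a drop in the FAM fluorescence signal; in these data hits start at about 50%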
DENV2 CPE = protects cells from dengue virus 2 cytopathic effect | DENV2-infected cells, cytopathic effect rescue, plate reader | CPE inhibition, % at 9.99 µM | 350,000 compounds, 1.7% hits; in the data active = CPE inhibition above about 20%, passing the limit was not always enough; inconclusive = no clear call, values can overlap the other calls; tested in BHK-21 cells;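 also: 0% = median of neutral control wells and 100% = median of positive control wells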
* = called active by the depositor; ? = inconclusive; . = no result given.

Values in the order – Xi reactivation	CASP6 VEID inh	E-sel inducer	GSIS activator	F508del corr	RAD52 inh	RAD54 branch	DENV2 CPE
- CN(C)c1ncc(S(=O)(=O)c2ccccc2)c(N)n1
→ 0.0	1	-0.1	11	-1.1	-16	2	20
- C[C@H](CO)N1C[C@H](C)[C@@H](CN(C)Cc2ccccc2F)Oc2ncc(/C=C/c3ccccc3)cc2C1=O
→ 0.1	0	-0.1	-12	-0.6	2	5	2
- C[C@H](CO)N1C[C@H](C)[C@H](CN(C)C(=O)NC2CCCC2)Oc2ncc(-c3cccc(C(F)(F)F)c3)cc2C1=O
→ -0.6	1	-1.2	-16	0.9	-1	0	-7
- O=C(N/C(=C/c1cccc([N+](=O)[O-])c1)C(=O)N1CCCC1)c1ccccc1
→ 0.1	-2	-0.3	-6	-2.7	-12	-2	7
- CCc1nc2ccccc2c(C(=O)Oc2ccc(C(=O)OC)cc2)c1C
→ 0.0	0	.	17	1.1	-7	-4	8
- CN(C(=O)COC(=O)c1cccc(S(=O)(=O)N(C)c2ccccc2)c1)C1CCCCC1
→ 0.1	2	-0.3	-20	1.3	17	-2	2
- COc1cc(C(=O)Oc2c(OC)cc(C(=S)N3CCOCC3)cc2OC)cc(OC)c1OC
→ 0.2	0	.	-8	0.1	0	4	5
- N#CC1(N2CCN(C(=O)c3ccccc3)CC2)CCCCC1
→ 0.4	-2	.	-5	-0.2	0	-7	8
- N#C[C@H]1[C@@H](c2ccc(C#CC3CCCC3)cc2)[C@H](CO)N1C(=O)Cc1ccccn1
→ 0.3	0	-0.4	1	-1.5	-82	.	-13
- CC(C)(C)C(=O)NCc1ccc(C(=O)CN2C(=O)NC3(CCCC3)C2=O)s1
→ -0.1	2	1.0	0	0.4	-13	-2	4
- C[C@@H]1CN([C@@H](C)CO)C(=O)Cc2cc(NC(=O)CCCCCC(=O)Nc3ccccc3N)ccc2O[C@H]1CN(C)Cc1ccncc1
→ 0.0	-4	.	11	-0.7	-2	9	-13
- NC(=O)COC(=O)[C@H](Cc1c[nH]c2ccccc12)NC(=O)c1ccc(F)cc1
→ 0.2	0	0.0	2	-1.9	-4	15	-5
- COCCNC(=O)C1(C)CCCN(Cc2c(C)nn(-c3ccccc3)c2C)C1 (centres undefined)
→ 0.0	-1	-0.2	0	0.9	-9	7	8
- CCNCCC(=O)N1c2ccccc2Sc2ccc(C(F)(F)F)cc21
→ 0.8	-3	0.4	-25	4.1	-8	11	3
- Cc1ccc(S(=O)(=O)Nc2cccc3c2O[C@@H](CN(C)C)[C@@H](C)CN([C@@H](C)CO)C3=O)cc1
→ -1.1	-3	0.0	19	-1.0	2	-1	-13
- COc1ccc2oc(=Nc3cccc(F)c3)c(C(N)=O)cc2c1
→ 0.2	-1	.	20	.	4	.	-1
- CCOC(=O)c1ccc(NC(=S)N(CCCN2CCCC2)Cc2ccco2)cc1
→ 0.0	-13	.	-7	-0.1	-14	8	-3
- O=C(COc1ccc([N+](=O)[O-])cc1)Nc1ccc(NC(=O)c2ccccc2)cc1
→ 0.0	3	0.2	2	2.7	1	-8	6
- O=C(N[C@@H]1CC[C@@H](CCNS(=O)(=O)c2ccc(F)cc2)O[C@H]1CO)c1cnccn1
→ 0.3	0	-0.4	6	-1.7	-13	-8	51*
- CC1(C)CC(=O)C2=C(C1)Nc1ccccc1[S@]2=O
→ -0.1	1	.	.	1.8	-9	.	-5

Later entries
Values in the order – Xi reactivation	CASP6 VEID inh	E-sel inducer	GSIS activator	F508del corr	RAD52 inh	RAD54 branch	DENV2 CPE
- Cc1cc(C(=O)Nc2cccc3c2O[C@@H](CN(C)Cc2ccc(-c4ccccc4)cc2)[C@H](C)CN([C@H](C)CO)C3=O)n(C)n1
→ 0.0	1	-0.4	-21	-3.1	11	-23	-9
- CC(C)NC(=O)[C@@]1(Cc2ccccc2I)c2ccccc2C(=O)N(Cc2ccccc2C(F)(F)F)[C@H]1c1ccc(CO)cc1
→ .	-1	.	.	-8.6	-3	-10	-2
- c1ccc(CN(Cc2ccccc2)C(c2ccnc3ccccc23)c2nnnn2-c2ccc3c(c2)OCCO3)cc1 (centres undefined)
→ 0.0	-4	-1.0	-43	-4.0	-11	.	-7
- CCc1cc(SC#N)ccc1N
→ 0.0	-2	0.2	.	1.7	-9	.	2
- O=C(NCc1cccnc1)c1cc2nc(-c3cccs3)cc(C(F)(F)Cl)n2n1
→ 0.4	-3	.	17	3.3	-16	0	-3
- CN1c2ccc(C3=CCCCC3)cc2[C@H]2[C@H](CCN2C(=O)C2CC2)[C@@H]1CO
→ .	10	.	.	-4.8	-64	.	46*
- CC(NC(=O)C(=O)NCCCn1ccnc1)c1ccccc1 (centres undefined)
→ 0.1	-1	0.7	-7	4.0	-7	.	3
- COc1ccc(CN(C)S(=O)(=O)c2nnc(NC(=O)c3ccc(C)cc3)s2)cc1OC
→ 0.0	.	.	-9	-3.1	-38	-10	-4
- CCOc1cc(/C=N/NC(=O)c2cccnc2)ccc1OCc1ccc(C(=O)OC)o1
→ -0.3	2	2.0	-5	1.9	-11	.	-6
- CN1OC[C@@H]2CN(S(=O)(=O)c3cccc(C(F)(F)F)c3)[C@H](c3ccc(-c4cc5ccccc5o4)cc3)C[C@@H]21
→ 0.0	0	0.0	12	-2.7	-3	.	6
- CN(Cc1ccccc1)C(=O)c1cccc(N2C(=O)C3CC=CCC3C2=O)c1 (centres undefined)
→ -0.1	3	.	-1	-1.1	-27	-11	-6
- CC(C)[C@H](CO)NC(=O)[C@H]1O[C@@H](n2ccc(N)nc2=O)[C@H](O)[C@@H]1O
→ .	0	0.7	0	-3.0	-13	-4	2
- CO[C@H]1CN(C)C(=O)c2cc(NC(=O)NC3CCCCC3)ccc2OC[C@H](C)N(C)C[C@H]1C
→ 0.0	0	0.0	8	0.7	2	-1	-4
- O=C(O)C1CCN(S(=O)(=O)c2ccc(N3CCCC3C(=O)O)c([N+](=O)[O-])c2)CC1 (centres undefined)
→ 0.0	3	-0.5	4	-1.3	-6	-2	-3
- C=CCN(c1ccccc1)S(=O)(=O)c1ccc2c(c1)NC(=O)C(C)C(=O)N2 (centres undefined)
→ -0.1	-1	-2.1	-12	-2.6	-5	3	-18
- CCCN(C)C[C@H]1Oc2cc(C#Cc3ccncc3)ccc2S(=O)(=O)N([C@H](C)CO)C[C@H]1C
→ 0.1	3	-0.1	1	-1.7	5	0	-12
- COCc1cn(CC[C@@H]2CC[C@H](NC(=O)Nc3ccc4c(c3)OCO4)[C@@H](CO)O2)nn1
→ -0.1	-3	0.1	-3	1.7	0	-10	-8
- CSCC(=O)N1CCC(n2nccc2NC(=O)CCCc2ccccc2)CC1
→ 0.0	3	0.0	.	0.8	-13	-2	?
- CCCCN(CC)C(=O)C1CCCN(S(=O)(=O)c2cccc3nsnc23)C1 (centres undefined)
→ -0.1	-3	.	-15	-1.1	-9	1	-1
- CN(C)CC#Cc1ccc([C@H]2[C@H]3CN(S(=O)(=O)c4ccccc4F)CCCCN3[C@H]2CO)cc1
→ 0.1	-1	-0.1	-4	-2.7	7	2	0

(list continues)
Values in the order – Xi reactivation	CASP6 VEID inh	E-sel inducer	GSIS activator	F508del corr	RAD52 inh	RAD54 branch	DENV2 CPE
- Cc1nn(C)c(C)c1/C=C(\C#N)S(=O)(=O)c1ccc(F)cc1
→ 0.3	1	-0.1	-2	-3.4	-42	-6	-3
- C/C(=N\NC(=O)C(c1ccccc1)c1ccccc1)c1ccc(O)cc1
→ 0.2	-7	.	17	-3.2	-2	-1	-2
- O=C(Nc1ccc(Cc2ccncc2)cc1)c1cccs1
→ 0.3	0	.	4	1.4	-7	16	31*
- N[C@H]1CC[C@H](CCn2cc(-c3cccc(F)c3)nn2)O[C@@H]1CO
→ -0.3	-7	0.0	2	2.6	-14	7	-8
- COc1ccccc1NC(=O)C1Cc2ccccc2CN1C(=O)c1ccco1 (centres undefined)
→ 0.4	5	.	-7	-0.2	-19	4	4
- CCCNC(=O)N1C[C@@H](O)COC[C@H]2O[C@H](CC(=O)OC)CC[C@@H]21
→ 0.2	-3	0.1	2	-2.7	-12	5	2
- COc1ccc(S(=O)(=O)Nc2ccc3c(c2)CC(=O)N([C@H](C)CO)C[C@@H](C)[C@H](CN(C)S(=O)(=O)c2cn(C)cn2)O3)cc1
→ -0.1	.	0.0	-3	-1.2	-10	2	-4
- COc1cc(/C=N/n2c(-c3cc(C)[nH]n3)n[nH]c2=S)cc(OC)c1OC
→ -0.2	-2	-0.2	-12	-0.2	-16	-5	4
- CO[C@H]1CN(C)C(=O)c2cc(NC(C)=O)ccc2OC[C@@H](C)N(Cc2cncnc2)C[C@H]1C
→ 0.1	0	2.8	13	-1.8	-21	-3	-7
- COc1ccc(N2CCN(C3CCCCC3NS(=O)(=O)c3ccccc3)CC2)cc1 (centres undefined)
→ 0.0	0	.	1	-0.6	0	2	-1
- Cc1ccc(N2CC(C(=O)NCCc3ccc(S(N)(=O)=O)cc3)CC2=O)cc1 (centres undefined)
→ .	4	.	3	4.9	-9	7	-5
- CCOCCCn1c(=S)[nH]c2cc(C(=O)NCc3ccc(F)cc3)ccc2c1=O
→ -0.1	-1	.	15	3.9	-5	5	5
- COc1cc2c(c(OC)c1OC)[C@@]1(c3ccccc3)CCCCC[C@H]1[C@@H]2NC(=O)C(F)(F)F
→ 0.3	0	-0.4	-35	-1.8	-4	.	-2
- CCC(C)N(C(=O)COC(=O)c1cc([N+](=O)[O-])ccc1N)C1CCS(=O)(=O)C1 (centres undefined)
→ 0.4	-1	-0.3	-3	-0.8	-6	6	1
- O=C(CCCN1C(=O)C2CC=CCC2C1=O)Nc1cccc(F)c1 (centres undefined)
→ 0.0	-3	0.7	6	-0.2	-10	-11	-1
- CCC(C)NC(=O)c1ccc([N+](=O)[O-])c(Cl)c1 (centres undefined)
→ 0.0	-3	.	.	-5.4	0	1	.
- Cc1cc[n+](-c2[nH]c(=O)sc2/C=N/N=C(\[O-])c2ccccc2)cc1C
→ 0.0	5	.	-13	6.9	-352	.	5
- COc1cccc(CNC(=O)N2CCN(c3ccccc3Cl)CC2)c1
→ 0.2	-2	.	-36	-0.8	-11	-4	-1
- N#CCCN(C(=O)c1ccc2c(=O)n3c(nc2c1)CCCCC3)c1ccccc1
→ 0.1	-3	.	8	0.5	-13	-10	-5
- Cc1csc(=O)n1CC(=O)OCC(=O)Nc1ccc(C(N)=O)cc1
→ -0.1	8	.	14	-4.6	-4	-5	-10

(cont.)
Values in the order – Xi reactivation	CASP6 VEID inh	E-sel inducer	GSIS activator	F508del corr	RAD52 inh	RAD54 branch	DENV2 CPE
- C[C@@H]1CCCCO[C@@H](CN(C)C(=O)Nc2ccc(F)cc2)[C@H](C)CN([C@H](C)CO)C(=O)c2cc(NC(=O)Nc3cccc4ccccc34)ccc2O1
→ -0.1	2	0.4	4	-1.4	16	-5	?
- Cc1sc2ncn(CC(=O)NCCCC(=O)NCc3ccc(F)cc3)c(=O)c2c1C
→ 0.3	-1	0.3	5	-2.4	-9	5	-6
- Cc1cn([C@H]2C[C@H](O)[C@@H](COS(=O)(=O)O)O2)c(=O)[nH]c1=O
→ 0.1	-2	0.2	-10	0.5	-1	-3	-9
- COc1ccc(NC(=O)Nc2ccc3c(c2)C(=O)N([C@@H](C)CO)C[C@@H](C)[C@H](CN(C)S(=O)(=O)c2ccc(C)cc2)OCCCC[C@H](C)O3)cc1
→ -0.3	2	1.0	-6	0.5	11	-3	5
